# Screening results from PubChem.
# MITF primary – MITF inhibitors, primary screen, biochemical, AlphaScreen, human | Microphthalmia-associated transcription factor (Homo sapiens), O75030 | AlphaScreen MITF homodimerization, bead proximity signal | hit rate 0.91% among 650,000 | AID 1259374, 2018 | inhibition, % at 2.6 µM; in the data active means inhibition above about 50%;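 further: 0% = vehicle wells with protein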
# TEAD-YAP block – TEAD-YAP interaction inhibition, primary screen, TEAD-YAP interaction inhibitor project, luminescence, HEK-TIYL cells | AID 1259422, 2018 | inhibition, % at 9.12 µM | TEAD-Gal4/YAP UAS-luciferase luminescence | hit rate 1.4% among 640,000; in the data active means inhibition above about 32%;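 further: 0% = median of test compound wells and 100% = reference inhibitor wells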
# GPR151 ag – activators of human GPR151, primary screen, cell-based, PathHunter beta-arrestin, luminescence; G-protein coupled receptor 151 (Homo sapiens), Q8TDV0; PathHunter beta-arrestin GPR151 cells; activation, % at 11.2 µM; hit rate 1% among 650,000; in the data active means activation above about 4.9%;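 further: 0% = median of compound wells and 100% = cells with positive control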
# Target sequence (Q8TDV0 whole entry, looked up): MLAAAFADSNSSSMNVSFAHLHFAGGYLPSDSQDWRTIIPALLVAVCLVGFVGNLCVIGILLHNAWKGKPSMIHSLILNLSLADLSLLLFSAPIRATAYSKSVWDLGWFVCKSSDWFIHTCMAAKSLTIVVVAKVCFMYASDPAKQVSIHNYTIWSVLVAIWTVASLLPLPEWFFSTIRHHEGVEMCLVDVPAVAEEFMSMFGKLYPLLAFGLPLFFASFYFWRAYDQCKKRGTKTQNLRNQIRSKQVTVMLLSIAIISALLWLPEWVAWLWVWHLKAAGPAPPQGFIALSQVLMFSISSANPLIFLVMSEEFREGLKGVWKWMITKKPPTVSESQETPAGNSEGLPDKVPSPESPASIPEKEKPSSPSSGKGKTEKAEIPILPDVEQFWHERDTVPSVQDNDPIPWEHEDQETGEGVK
# FBW7 act – FBW7 E3 ligase activators, primary screen, biochemical, AlphaScreen, human. hit rate 0.13% among 650,000. AlphaScreen FBW7–phospho-cyclin E peptide binding, activator screen. normalized activity (activation), % at 26.1 µM. F-box/WD repeat-containing protein 7 (Homo sapiens), Q969H0. AID 1259310, 2017; in the data active means normalized activity above about 1.9%;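 further: purified mutant Fbw7 with reduced substrate affinity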
# Target sequence (Q969H0 whole entry, looked up): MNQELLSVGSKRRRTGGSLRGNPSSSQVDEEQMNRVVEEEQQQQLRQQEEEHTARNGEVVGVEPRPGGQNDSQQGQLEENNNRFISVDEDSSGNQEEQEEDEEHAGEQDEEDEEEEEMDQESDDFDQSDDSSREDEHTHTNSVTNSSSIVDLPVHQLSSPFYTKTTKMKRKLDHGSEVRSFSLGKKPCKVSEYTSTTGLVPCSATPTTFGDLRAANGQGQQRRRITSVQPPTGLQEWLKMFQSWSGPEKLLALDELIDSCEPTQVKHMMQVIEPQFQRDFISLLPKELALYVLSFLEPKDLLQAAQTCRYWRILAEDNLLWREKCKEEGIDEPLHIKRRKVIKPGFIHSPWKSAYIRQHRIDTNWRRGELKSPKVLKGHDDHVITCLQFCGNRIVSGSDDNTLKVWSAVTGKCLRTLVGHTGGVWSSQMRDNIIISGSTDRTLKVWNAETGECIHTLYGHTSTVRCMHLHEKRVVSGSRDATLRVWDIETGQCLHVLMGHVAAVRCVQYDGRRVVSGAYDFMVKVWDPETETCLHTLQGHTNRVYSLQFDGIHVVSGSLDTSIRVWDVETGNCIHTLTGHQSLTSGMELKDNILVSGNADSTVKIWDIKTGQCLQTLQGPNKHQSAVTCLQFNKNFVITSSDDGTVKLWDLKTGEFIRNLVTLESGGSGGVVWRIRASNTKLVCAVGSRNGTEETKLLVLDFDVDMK
# The depositor's hits bear a star.
SMILES,MITF primary,TEAD-YAP block,GPR151 ag,FBW7 act
CC1(C)CC(O)(CNCc2ccc(Cl)cc2)CCO1 (stereo not given),-1.6,5.5,1.5,0.0
CCOC(=O)C1=C(C)N=c2s/c(=C\c3cc(OC)ccc3OC)c(=O)n2C1c1ccc(OC)c2ccccc12 (stereo not given),6.5,5.1,0.6,0.1
COC(=O)c1cc(S(=O)(=O)Nc2cccc(C)c2C)cn1C,6.0,-0.4,-0.6,0.2
COc1cncc(-c2cnc3c(Nc4cc(OC)c(OC)c(OC)c4)nccn23)c1,28.1,57.2*,1.0,0.1
CCCCOc1ccc(C(=O)Nn2c(-c3ccccc3F)nc3ccccc3c2=O)cc1,10.9,6.5,-0.2,0.2
COc1ccc(C2=NN(c3nc(-c4ccccc4)c4cc(C)ccc4n3)C(c3ccc([N+](=O)[O-])cc3)C2)cc1 (stereo not given),11.4,-1.6,-0.7,-0.1
CCC1=NN2C(=N)/C(=C/c3ccccc3OCCOc3ccc(Br)cc3)C(=O)N=C2S1,-3.7,-8.6,1.5,0.1
CCn1c2cc(C)sc2c2cnn(CC(=O)N3CCc4ccccc43)c(=O)c21,14.4,0.8,0.3,0.6
Cc1cccc(CSC2=NCCN2C(=O)C2CC2)c1,14.0,-2.1,-0.3,1.0
O=C(c1ccc(CNc2c(NC3CCCCC3)c(=O)c2=O)cc1)N1CCc2ccccc21,9.9,-0.9,0.2,0.1
O=C(CN1CCCCC1)Nc1ccc2cn[nH]c2c1,11.0,7.0,0.7,-0.1
O=S(=O)(NCc1ccco1)c1cccc(-n2cnnn2)c1,0.0,-5.8,0.9,0.1
COC(=O)c1c(NC(=O)COc2cc(C)cc(C)c2)sc2c1C(C(=O)OC)CC2 (stereo not given),5.5,-6.5,0.6,0.0
Cc1sc2ncn(CC(=O)Nc3cccc(C(F)(F)F)c3)c(=O)c2c1S(=O)(=O)N1CCCCC1,19.4,-4.8,-0.6,0.5
CCOc1ccc(C(=O)C2CCN(C(=S)NC)CC2)cc1,7.4,14.4,3.2,-0.3

# Some entries already given, reduced to MITF primary.
structure	MITF primary
COc1ccc(C2=NN(c3nc(-c4ccccc4)c4cc(C)ccc4n3)C(c3ccc([N+](=O)[O-])cc3)C2)cc1 (stereo not given)	11.4
CCC1=NN2C(=N)/C(=C/c3ccccc3OCCOc3ccc(Br)cc3)C(=O)N=C2S1	-3.7
CCn1c2cc(C)sc2c2cnn(CC(=O)N3CCc4ccccc43)c(=O)c21	14.4

# (listing goes on)
SMILES,MITF primary,TEAD-YAP block,GPR151 ag,FBW7 act
COc1ccc(S(=O)(=O)NCC(c2ccco2)N2CCN(c3ccccc3)CC2)cc1OC (stereo not given),-2.1,8.3,0.3,-0.1
O=C(COC(=O)c1cccc(C(=O)OCC(=O)NC2CCCC2)n1)NC1CCCC1,4.4,8.0,-1.3,0.1
Cc1ccc(S(=O)(=O)c2ccc(-n3nc(C)cc3N)cc2)cc1,7.1,10.9,0.2,0.2
Cc1ccc(N=C2SC(C(=O)O)CC(=O)N2C)cc1Cl (stereo not given),-2.2,1.9,-1.1,0.0
C=CCn1c(SCc2cc(=O)n3ccsc3n2)nc2sc(CC)cc2c1=O,-4.8,-2.7,-0.4,-0.1
COc1cc(OC)nc(CN2CCN(Cc3ccc(Cl)cc3S(C)(=O)=O)CC2)n1,9.0,6.5,-1.0,0.0
COc1ccccc1N1CCN(S(=O)(=O)c2ccc(C)cc2OC)CC1,13.2,-26.2,0.2,-0.8
CCOc1ccc(N(Cc2nnc3n2CCCCC3)C(=O)Nc2ccc(OC)cc2)cc1,0.3,-1.6,-1.7,-0.1
CCCCCn1c(=S)[nH]c2cc(C(=O)Nc3cc(C(N)=O)ccc3OC)ccc2c1=O,5.7,3.1,1.9,-0.3
O=C(N[C@H]1C[C@H]2C(=O)N[C@@H](Cc3ccc(Cl)cc3)C(=O)N2C1)c1ccc(C(F)(F)F)cc1,-18.7,-5.4,-0.5,-0.2
CCn1ncc(C(=O)N2C3CCC2CC(c2ccc(C)cc2)C3)c1C (stereo not given),13.9,3.0,-0.9,0.1
COC(=O)c1ccccc1NS(=O)(=O)c1cc2c(cc1C)N(C)CCO2,0.2,5.8,0.5,0.1
CCC(C)CC(=O)Nc1nc2c(s1)C(=O)CC(C(=O)N1CCCC1)C2 (stereo not given),14.1,1.3,-0.7,0.2
O=C(NCC(c1ccco1)N1CCc2ccccc2C1)C1CCCCC1 (stereo not given),12.1,7.5,0.1,-0.1
Cc1ccc(N2CC(C(=O)N3CCN(Cc4ccccc4)CC3)CC2=O)cc1 (stereo not given),6.8,9.9,0.8,0.5

# 3 records picked at random from those above, as already listed:
SMILES,MITF primary,TEAD-YAP block,GPR151 ag,FBW7 act
COc1ccccc1N1CCN(S(=O)(=O)c2ccc(C)cc2OC)CC1,13.2,-26.2,0.2,-0.8
COc1ccc(S(=O)(=O)NCC(c2ccco2)N2CCN(c3ccccc3)CC2)cc1OC (stereo not given),-2.1,8.3,0.3,-0.1
COc1cc(OC)nc(CN2CCN(Cc3ccc(Cl)cc3S(C)(=O)=O)CC2)n1,9.0,6.5,-1.0,0.0

# Next section
SMILES,MITF primary,TEAD-YAP block,GPR151 ag,FBW7 act
O=c1c2sc3ccccc3c2[nH]c(=S)n1Cc1cccnc1,-5.5,-0.8,-0.4,0.0
COc1ccc(N2C(=O)c3ccc(C(=O)Nc4ccccc4I)cc3C2=O)cc1,9.6,2.5,0.8,-0.4
O=C(COc1ccc(Cl)cc1Cl)Nc1nnc(C2=COCCO2)o1,11.7,-2.6,2.7,0.0
CCC(C)NC(=O)C(=O)c1c[nH]c2ccccc12 (stereo not given),8.5,-12.6,-0.3,-0.1
COc1cc(C(=O)COC(=O)c2cccs2)cc(OC)c1OC,-0.4,-1.4,1.6,-0.2
COCCNC(=O)[C@@H]1C[C@H](NCc2cccc(C)c2)CN1Cc1ccccc1,39.5,6.0,-0.3,0.0
COC(=O)c1cc(C(=O)OCC(=O)NC2CCCC2)cc([N+](=O)[O-])c1,-11.8,3.6,-0.1,0.1
COc1cc(C=C2C(=O)NC(=O)NC2=O)cc(I)c1O,1.5,3.8,0.3,-1.4
Cc1nc(-c2cncc(-c3ccc(F)cc3)c2)cc(N2CCCCC2)n1,-6.1,-3.3,3.4,0.0
CN(Cc1ccc2c(c1)CN(C(=O)Cc1ccn(C)c1)CCO2)Cc1cc(C2CC2)n[nH]1,17.9,9.1,-1.9,0.0
O=C(O)CCNC(=O)c1ccccc1,-3.1,-0.5,-0.2,-0.1
COc1ccc(NC(=O)n2ncc3c(C)cccc32)cc1OC,-5.4,-59.4,0.8,0.0
COc1cc(SC)ccc1C(=O)NCCc1ccc(S(=O)(=O)N2CCCC2)cc1,13.2,14.8,-0.7,0.0
O=C(O)c1ccc(Nc2ccncc2)c([N+](=O)[O-])c1,1.2,11.9,-0.3,0.1
COc1cc(C(=O)NCc2ccc(C(=O)NCc3ccco3)cc2)cc(OC)c1OC,-4.6,-3.9,3.2,-0.2

# Taken from above.
# For TEAD-YAP block, COc1cc(C(=O)COC(=O)c2cccs2)cc(OC)c1OC shows -1.4
# For MITF primary, O=c1c2sc3ccccc3c2[nH]c(=S)n1Cc1cccnc1 shows -5.5
# For TEAD-YAP block, O=C(O)c1ccc(Nc2ccncc2)c([N+](=O)[O-])c1 shows 11.9
# For MITF primary, COCCNC(=O)[C@@H]1C[C@H](NCc2cccc(C)c2)CN1Cc1ccccc1 shows 39.5
# For FBW7 act, CN(Cc1ccc2c(c1)CN(C(=O)Cc1ccn(C)c1)CCO2)Cc1cc(C2CC2)n[nH]1 shows 0.0
# For FBW7 act, COc1cc(C=C2C(=O)NC(=O)NC2=O)cc(I)c1O shows -1.4
# For TEAD-YAP block, Cc1nc(-c2cncc(-c3ccc(F)cc3)c2)cc(N2CCCCC2)n1 shows -3.3

# Other results follow:
SMILES,MITF primary,TEAD-YAP block,GPR151 ag,FBW7 act
CNC(=O)c1cc2c(=O)n3cc(C)ccc3nc2n(CCCN2CCOCC2)c1=N,-1.9,8.6,-0.8,-0.1
O=[N+]([O-])c1ccc(C2=Nn3c(nnc3-c3ccccc3O)SC2)cc1,1.4,7.1,0.4,0.0
CCc1cccc(NS(=O)(=O)c2ccc3c(c2)NC(=O)CC(=O)N3)c1,9.1,-5.1,2.1,-0.2
CSc1nc(C)cc(SCCO)n1,-0.2,2.6,-0.7,0.2
CC(C)(C)c1ccc(C2SCC(=O)N2c2cc(Cl)ccc2O)cc1 (stereo not given),18.6,2.6,0.7,0.0
O=C(Nc1c(F)cc(F)cc1Br)c1cc2nc(-c3cccs3)cc(C(F)(F)F)n2n1,-9.9,-10.8,0.7,0.1
Cc1ccc(Cl)c(NC(=O)CN2C(=O)NC(Cc3ccccc3)C2=O)c1Cl (stereo not given),16.4,16.6,0.0,0.2
N=C1C(c2nc3ccccc3[nH]2)=C(O)CN1c1ccc(F)cc1,2.7,-18.2,1.4,0.1
O=C(NCCN1CCOCC1)C(Sc1ccccc1)c1ccccc1 (stereo not given),14.5,7.5,0.4,0.0
COc1ccc(-c2nn(-c3ccccc3)cc2C(=O)NCc2ccccc2)cc1[N+](=O)[O-],7.4,-5.5,-1.7,0.2
COc1cccc(CNC(=O)c2cn(-c3cccc(C(F)(F)F)c3)c3cc(-c4cn[nH]c4)ccc23)c1,2.5,-7.0,0.7,-0.5
CCOC(=O)c1c(NC(=O)c2ccc(-c3cccc(Cl)c3C)o2)sc2c1CCCC2,6.3,-5.0,2.1,0.4
Cc1ccc(/C=C2/SC(c3ccccc3)=NC2=O)o1,6.5,9.4,-0.4,0.1
Cc1cc(=O)nc2c3ccccc3n(C(C)C(=O)NC(C)c3ccccc3)n12 (stereo not given),-5.9,2.2,0.1,-0.3
O=C(NCCn1ccc2ccccc21)c1ccccc1Br,14.1,-14.8,-0.1,0.8
O=C(NCCC1=CCCCC1)C1(c2cccs2)CCOCC1,-0.7,-7.5,2.0,0.1
O=C(CSc1nnc(-c2ccco2)c(-c2ccco2)n1)Nc1cccc(C(=O)O)c1,26.0,0.7,0.8,-0.1
COC(=O)C(C(=O)Nc1ccc(OC)cc1)C1CCCC1 (stereo not given),10.4,-7.0,-2.1,1.2
N#CC(C(=O)c1nc(N2CCCCCC2)ncc1Cl)c1nc2ccccc2c(=O)[nH]1 (stereo not given),-7.0,-0.1,0.5,0.0
O=C(Nc1ccc(Cl)c(Cl)c1)/C(=C/c1cccc([N+](=O)[O-])c1)NC(=O)c1ccccc1F,15.2,-6.8,3.8,0.3
O=C(COc1ccc(Cl)cc1Cl)Nc1cc(C(=O)O)cc(C(=O)O)c1,-8.2,0.2,-0.9,-0.2
Cc1cc(C)cc(NC(=O)Nc2ccccc2C(=O)Nc2cc(C)cc(C)c2)c1,-2.9,-2.5,0.6,-0.2
Cc1ccc(-c2nc(CS(=O)(=O)CC(=O)NCc3ccccc3C)c(C)o2)cc1,0.7,1.5,-0.4,-0.5
CN(C)c1ccc(/C=C(/C#N)C(=O)NC2CCCC2)cc1,-28.0,-73.2,2.4,0.2
O=C(COC(=O)c1c(F)cccc1F)Nc1nc(-c2ccccc2)cs1,13.5,-12.0,-1.7,0.1
COc1ccc2o/c(=N\NC(=O)COc3ccc(Cl)cc3Cl)c(C(N)=O)cc2c1,8.5,3.2,2.8,-0.1
CC(=O)Nc1ccccc1OCC(=O)c1cc(C)n(CCc2ccc(F)cc2)c1C,14.3,60.6*,2.1,0.0
O=c1[nH]c(CSc2nc3ccccc3c(=O)n2CC2CCCO2)nc2ccccc12 (stereo not given),-5.3,12.0,-0.5,0.2
Nc1nc(Nc2ccccc2F)nc2ccccc12,5.1,56.9*,-5.0,0.1
CCCCN(C)CCC(=O)Nc1ccc(Br)cc1,-20.7,-10.8,0.6,-0.1
COc1ccc(Br)cc1C1Nc2ccc(Br)cc2-c2nnc(SC)nc2O1 (stereo not given),19.1,-5.8,-0.4,0.3
COc1ccccc1NC(=O)Nc1nnc(CSCc2ccccc2Cl)s1,-4.1,14.6,-0.1,0.1
CC(=O)N(C1=C(N2CCCC2)C(=O)c2ccccc2C1=O)c1ccc(Cl)c(Cl)c1,20.9,14.1,-2.7,-0.1
FC(F)(F)c1cc(-c2ccncc2)cc2[nH]c(C3COc4ccccc4O3)nc12 (stereo not given),1.9,-12.6,-0.8,0.0
CC(=NCc1ccccc1)c1c(O)[nH]c2ccccc12,9.9,-12.9,0.1,0.1
COc1ccc(-c2csc(/C(C#N)=C/c3ccc(O)c(O)c3)n2)cc1OC,29.8,7.5,0.4,-0.6
Cc1cc(-c2ccccc2)c(C#N)c(=S)[nH]1,2.8,3.4,-0.3,-0.1
CC1(O)CC(C(F)(F)OC(F)(F)F)=NN1S(=O)(=O)c1ccccc1 (stereo not given),5.5,0.8,-0.2,0.1
C#CCOC(=O)CCCC(=O)Nc1ccc(Cl)cc1[N+](=O)[O-],-4.1,1.0,3.9,0.0
CS(=O)(=O)N(CC(=O)N=Nc1c(O)[nH]c2ccccc12)c1cccc(Cl)c1,2.4,2.5,0.7,-0.2
O=C(NCCc1ccccn1)C1CC12CCN(C(=O)CCC1CCCCC1)CC2 (stereo not given),-8.0,9.1,2.4,0.1
CCOc1ccccc1C(=O)Nn1c(C2CC2)nc2ccccc2c1=O,4.4,3.6,0.1,0.0
Nc1nc2ccc(C(=O)NC3CCC(C(=O)O)CC3)cc2s1 (stereo not given),-3.0,-3.0,-0.3,0.1
CCc1ccc2nc3sc(C(=O)NCc4ccco4)c(N)c3cc2c1,40.9,53.3*,-1.0,0.0
[O-]/[N+](Cc1ccccc1)=N\OCc1ccccc1,-2.3,-6.9,1.4,0.0
O=C(Nc1ccc2c(c1)CN(C(=O)CCN1CCCO1)CC2)C1CCCO1 (stereo not given),14.9,1.5,-0.4,0.6
